Screening results from PubChem.
TEAD-YAP block: TEAD-YAP interaction inhibition; HEK-TIYL cells, TEAD-Gal4/YAP UAS-luciferase luminescence; inhibition, % at 9.12 µM; 640,000 tested, 1.4% active; AID 1259422; in the data active = inhibition above about 32%;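 also: 0% = median of test compound wells and 100% = reference inhibitor wells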
GPR151 ag: activates the human receptor GPR151; Q8TDV0; PathHunter beta-arrestin GPR151 cells, luminescence; activation, % at 11.2 µM; 650,000 tested, 1% active; AID 1508602; in the data active = activation above about 4.9%;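 also: 0% = median of compound wells and 100% = cells with positive control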
Target sequence (Q8TDV0 whole entry, looked up): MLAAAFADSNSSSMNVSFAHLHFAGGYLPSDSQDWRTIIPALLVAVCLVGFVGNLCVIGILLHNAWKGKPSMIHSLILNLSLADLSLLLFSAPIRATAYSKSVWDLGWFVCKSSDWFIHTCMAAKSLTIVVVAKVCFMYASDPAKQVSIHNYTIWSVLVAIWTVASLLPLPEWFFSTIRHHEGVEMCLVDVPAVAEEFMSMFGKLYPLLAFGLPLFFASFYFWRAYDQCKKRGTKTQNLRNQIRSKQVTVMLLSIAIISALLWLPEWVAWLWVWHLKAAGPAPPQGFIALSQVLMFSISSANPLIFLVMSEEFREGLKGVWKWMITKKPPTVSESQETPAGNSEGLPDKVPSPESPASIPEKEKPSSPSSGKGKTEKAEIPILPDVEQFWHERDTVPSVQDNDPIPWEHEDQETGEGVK
FBW7 act: activators of human E3 ligase FBW7; Q969H0; AlphaScreen FBW7–phospho-cyclin E peptide binding, activator screen; normalized activity (activation), % at 26.1 µM; 650,000 tested, 0.13% active; in the data active = normalized activity above about 1.9%;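 also: purified mutant Fbw7 with reduced substrate affinity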
MITF primary: blocks human microphthalmia-associated transcription factor; AlphaScreen MITF homodimerization, bead proximity signal; inhibition, % at 2.6 µM; 650,000 tested, 0.91% active; AID 1259374; in the data active = inhibition above about 50%;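 also: 0% = vehicle wells with protein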
Target sequence (O75030 whole entry, looked up): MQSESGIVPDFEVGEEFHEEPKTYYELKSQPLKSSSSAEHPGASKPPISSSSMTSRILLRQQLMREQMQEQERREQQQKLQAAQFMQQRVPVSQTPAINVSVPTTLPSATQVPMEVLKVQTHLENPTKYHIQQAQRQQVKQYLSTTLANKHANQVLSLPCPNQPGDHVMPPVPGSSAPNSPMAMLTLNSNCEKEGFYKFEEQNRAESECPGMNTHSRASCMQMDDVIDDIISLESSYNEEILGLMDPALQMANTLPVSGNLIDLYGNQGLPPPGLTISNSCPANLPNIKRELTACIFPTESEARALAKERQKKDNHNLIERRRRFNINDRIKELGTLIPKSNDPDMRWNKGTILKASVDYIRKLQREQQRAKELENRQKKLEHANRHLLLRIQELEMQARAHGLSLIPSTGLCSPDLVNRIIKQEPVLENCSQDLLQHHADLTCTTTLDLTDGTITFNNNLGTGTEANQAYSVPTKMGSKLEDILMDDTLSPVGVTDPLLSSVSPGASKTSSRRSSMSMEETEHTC
Numbers without * were called inactive; · = no result given; & = joins results of further samples.

Values run as follows: TEAD-YAP block	GPR151 ag	FBW7 act	MITF primary
COc1ccc(C2NC(=O)C(=O)/C2=C(/O)c2ccc(Br)cc2)cc1 (stereo unspecified)
 : 3	-1.6	0.1	17
COc1ccc(CNC(=O)/C=C/c2cccc([N+](=O)[O-])c2)cc1
 : 0	0.0	0.1	-6
CCOC(=O)/C(=C(/O)c1ccccc1)c1nc(C)cs1
 : -5	1.0	0.1	-9
COc1ccccc1OCCC(=O)OCC(=O)Nc1ccc([N+](=O)[O-])cc1C(F)(F)F
 : 1	1.0	-0.1	-6
CC(C)(C)OC(=O)N1CCC[C@@H](C(=O)c2cccs2)C1
 : 2	-0.2	0.1	-11
CCCC(=O)N1CCN(c2cc(C)c([N+](=O)[O-])cc2F)CC1C (stereo unspecified)
 : 3	-0.4	-0.1	-3
Cc1oc(-n2c(C)ccc2C)c(C#N)c1C(C)O (stereo unspecified)
 : 5	-2.1	0.0	8
O=C(Nc1nnc(-c2ccccc2)s1)c1cc(S(=O)(=O)N2CCOCC2)ccc1Cl
 : -1	0.8	-0.1	5
COC(=O)c1ccccc1NS(=O)(=O)c1ccc(O)c(C(=O)O)c1
 : -1	-1.1	0.0	1
O=C(OCC(=O)N1CCCCC1)c1ccc(F)cc1
 : -1	-0.9	0.0	3
CC(C)N1CCN(C(=O)c2ccc(F)cc2)CC1
 : -11	0.5	-0.2	34
CN(C)c1ccc(C2SCCN2C(=O)c2cc3cc(Br)ccc3oc2=O)cc1 (stereo unspecified)
 : 4	0.0	-0.1	0
Cc1ccc(C)c(OCc2nnc(NC(=O)c3ccco3)s2)c1
 : -4	1.1	0.1	-8
C=CCn1c(=O)/c(=C/c2cccc([N+](=O)[O-])c2)s/c1=C(/C#N)c1nnc2n1CCCCC2
 : 7	-0.1	-0.4	-8
C=CCOc1ccc(/C(O)=C2/C(=O)C(=O)N(CCCN(C)C)C2c2ccc(F)cc2)c(C)c1 (stereo unspecified)
 : 4	-0.6	0.1	22
Clc1ccc2nc(CN3CCC(Oc4cccnc4)CC3)nc(N3CCOCC3)c2c1
 : -9	1.2	0.0	1
COCC(=O)NC(c1nnc2n1CCN(Cc1ccc(OC)c(C)c1C)CC2)C(C)C (stereo unspecified)
 : -1	1.4	-0.1	-9
O=C(NCCc1ccncc1)c1ccc(OC2CCN(Cc3ccccn3)CC2)cc1
 : 21	1.7	0.3	8
Clc1ccc(OCc2nn3c(Cn4cnc5ccccc54)nnc3s2)cc1
 : 25	-0.1	-0.1	11
O=C(O)c1ccc(S(=O)(=O)N2CCC(C(C(=O)O)c3ccccc3)CC2)cc1 (stereo unspecified)
 : 0	0.4	0.0	-10
COc1cc(CN2CCC(C(N)=O)CC2)cc(OC)c1
 : 8	0.0	0.1	-2
Nc1ncnc(NCCCO)c1[N+](=O)[O-]
 : 11	0.1	-0.2	4
COc1ccc2c(c1)c(=O)oc1cc(OCC(N)=O)ccc12
 : 12	0.6	-0.4	3
CSc1ccc(/C=C2/NC(=S)NC2=O)cc1
 : -6	1.3	0.5	7
CCOC(=O)C(C)Oc1ccc2c(CC)cc(=O)oc2c1C (stereo unspecified)
 : 4	0.6	-0.1	1
Cc1ccc(NC(=O)Cn2c(-c3ccc4c(c3)OCO4)cn(-c3ccccc3)c2=O)cc1C
 : -21	-0.4	0.4	5
O=C(Nc1nccs1)c1ccc(-n2ncc3cc(Nc4ccccc4Cl)ccc32)nc1
 : -10	-0.5	0.0	2
O=C(O)c1c(Nc2nnc(-c3ccncc3)s2)sc2c1CCCC2
 : -4	2.1	-0.1	-13
N#Cc1cc2c(=O)n3ccccc3nc2n(-c2ccccc2Br)c1=O
 : 11	-0.3	-0.1	17
CCOC(=O)N1CCN(C(=S)Nc2ccc(S(N)(=O)=O)cc2)CC1
 : -10	1.4	0.2	37

Structural class, the entries above with fluorine (five)
Values run as follows: TEAD-YAP block	GPR151 ag	FBW7 act	MITF primary
COc1ccccc1OCCC(=O)OCC(=O)Nc1ccc([N+](=O)[O-])cc1C(F)(F)F
 : 1	1.0	-0.1	-6
CCCC(=O)N1CCN(c2cc(C)c([N+](=O)[O-])cc2F)CC1C (stereo unspecified)
 : 3	-0.4	-0.1	-3
O=C(OCC(=O)N1CCCCC1)c1ccc(F)cc1
 : -1	-0.9	0.0	3
CC(C)N1CCN(C(=O)c2ccc(F)cc2)CC1
 : -11	0.5	-0.2	34
C=CCOc1ccc(/C(O)=C2/C(=O)C(=O)N(CCCN(C)C)C2c2ccc(F)cc2)c(C)c1 (stereo unspecified)
 : 4	-0.6	0.1	22

The main list resumes, repeating the 2 entries before the break.
Values run as follows: TEAD-YAP block	GPR151 ag	FBW7 act	MITF primary
N#Cc1cc2c(=O)n3ccccc3nc2n(-c2ccccc2Br)c1=O
 : 11	-0.3	-0.1	17
CCOC(=O)N1CCN(C(=S)Nc2ccc(S(N)(=O)=O)cc2)CC1
 : -10	1.4	0.2	37
CCSCCOC(=O)C1=C(C)NC2=C(C(=O)CC(c3ccc(OC)cc3)C2)C1c1ccc2c(c1)OCO2 (stereo unspecified)
 : 11	0.1	0.1	-4
Cc1ccnc(Nc2nc(CC(=O)NCc3c(F)cccc3F)cs2)c1
 : 8	2.9	-0.3	4
CCOc1ccccc1NC(=O)Cn1c(-c2ccc(OC)cc2)noc1=O
 : -4	1.7	-0.2	1
Clc1cc2c(cc1CO/N=C1\CCCc3nonc31)OCO2
 : 6	-0.1	0.4	-11
COc1ccc(NC(=O)COc2ccc(Cl)cc2)c([N+](=O)[O-])c1
 : -6	0.6	-0.1	4
Cc1cc2c(cc1C)n(C1CC(=O)C3OCC1O3)c(=S)n2Cc1ccccc1Cl (stereo unspecified)
 : 48*	2.2	0.1	13
CCCn1c(SCC(=O)NC(C)C23CC4CC(CC(C4)C2)C3)n[nH]c1=O (stereo unspecified)
 : -2	-1.0	0.5	14
CCOCCn1c(N2CCCN(C)CC2)nc2ccccc21
 : ·	1.7	0.1	3
FC(F)(F)c1cccc(CNc2nc(Nc3ccc4ncccc4c3)nc3c2ncn3-c2ccccc2)c1
 : -2	-1.4	0.1	13
CCCc1ccc(OC(=O)c2cccnc2)cc1
 : 7	-0.1	0.0	6
Cc1nnc(N2C(=O)C(O)=C(C(=O)c3ccco3)C2c2ccc(C(C)C)cc2)s1 (stereo unspecified)
 : 8	4.6	0.1	-10
Cc1ccc2cc3cc(C(=O)NC(C)C)oc3nc2c1
 : -29	1.6	0.0	-8
Cc1c(C(=O)C(=O)N2CC(C)OC(C)C2)c2ccccc2n1C (stereo unspecified)
 : 5	-0.9	0.5	20
Cc1ccc(C)c(N2CCN(C(=O)CCN3C(=S)NC(C)(C)CC3C)CC2)c1 (stereo unspecified)
 : -4	0.5	-0.2	1
C[C@@H]1CN(C(=O)CCc2nnc(C3(c4ccc(Cl)cc4)CCC3)o2)C[C@H](C)O1
 : -31	-0.5	0.2	-1
O=C(CCC1CCCCC1)Nc1ccccc1C(=O)N1CCOCC1
 : 6	0.5	0.0	-8
COC(=O)C1=C(C)NC2=C(C(=O)CCC2)C1c1ccc(OC)c(Br)c1 (stereo unspecified)
 : -7	-1.4	0.7	1
Cc1ccc(F)cc1CN1CCC(c2nc(-c3cccnc3)no2)CC1
 : -1	2.3	0.2	8
COC(=O)C1=C(C)N(Cc2ccco2)C(=O)/C1=C\c1ccc(O)cc1
 : 14	-1.7	-0.1	7
O=c1oc(-c2ccccc2)nc2ccc(O)cc12
 : 0	-6.4	-0.1	16
Cc1ccc(CSc2nc3ccsc3c(=O)n2Cc2ccc(C)cc2)cc1
 : 5	-0.7	0.0	14
O=C1[C@H]2CN(Cc3nc(-c4ccccc4)cs3)CCN2C(=O)[C@H]2CCCN12
 : 2	1.8	0.1	8
O=C(O)CCCC(=O)N1CCN(c2nc(-c3ccccc3)c3cc([N+](=O)[O-])ccc3n2)CC1
 : -6	0.2	0.8	3
COc1ccc(C2CC(=O)C3=C(C2)NC(C)=C(C(=O)OCCc2ccccc2)C3c2cccc(F)c2)cc1 (stereo unspecified)
 : 14	0.0	1.7	16
Cc1ccc(N2C(=O)CC(N3CCN(c4ccc(F)cc4)CC3)C2=O)c(C)c1 (stereo unspecified)
 : -14	2.4	-0.1	4
c1ccc2c(c1)COC(CN1CCCC1)OC2
 : 6	-0.1	-0.1	7
COC(=O)Nc1ccc(S(=O)(=O)Nc2ccccc2OC)cc1
 : 2	-0.1	-0.1	6
Cc1cc2c(o1)c1cnn(CC(=O)NC3CC3)c(=O)c1n2C(C)C
 : -8	-0.5	-0.1	-6
O=C1CC(=O)Nc2cc(S(=O)(=O)Nc3ccc(Cl)cc3F)ccc2N1
 : 3	0.3	0.0	7
COc1cc(C(=O)n2cnc3ccccc32)cc(OC)c1OC
 : 2	1.6	0.1	2

Compound profiles, from the list above.
Shown for CCOCCn1c(N2CCCN(C)CC2)nc2ccccc21 → TEAD-YAP block: ·; GPR151 ag: 1.7; FBW7 act: 0.1; MITF primary: 3
Shown for O=C1[C@H]2CN(Cc3nc(-c4ccccc4)cs3)CCN2C(=O)[C@H]2CCCN12 → TEAD-YAP block: 2; GPR151 ag: 1.8; FBW7 act: 0.1; MITF primary: 8

(list continues)
Values run as follows: TEAD-YAP block	GPR151 ag	FBW7 act	MITF primary
Cc1oc2c(c1C(=O)Nc1cccc3ccccc13)CCCC2
 : -9	-0.4	-0.3	1
C=CCn1c(-c2cccc(C)c2)n[nH]c1=S
 : 6	0.2	-0.1	-7
CCCCC(CCCC)(Nc1ccc(F)c(F)c1)C(=O)NNc1ccccc1
 : 3	-0.7	-0.1	61*
CC1CCC(C(C)C)C(OC(=O)COC(=O)c2ccc(=O)[nH]c2)C1 (stereo unspecified)
 : -5	-2.3	0.0	2
CC1CCC2=NN(C(=O)c3ccc(Cl)cc3)C(O)(C(F)(F)F)C2C1 (stereo unspecified)
 : -3	-1.8	0.1	-6
Nn1c(SCc2ccccc2)nnc1-c1cccnc1
 : -19	-0.3	-0.1	-5
Cc1c(NC(=O)C(C)OC(=O)CNC(=O)c2ccccc2)c(=O)n(-c2ccccc2)n1C (stereo unspecified)
 : 2	0.2	0.3	-3
COC(=O)c1ccc(N2C(=O)CSC2c2cc3c(cc2Br)OCO3)cc1 (stereo unspecified)
 : 2	0.2	0.2	8
CCSc1ccccc1C(=O)NCC1CCN(C(=O)Nc2ccccc2OC)CC1
 : -10	-0.4	0.0	7
Cc1cc(Oc2ncnc(N)c2[N+](=O)[O-])cc(C(C)C)c1
 : 2	1.2	0.0	3
Nc1c(C(=O)Nc2ccccc2)sc2nc3c(cc12)CCCCC3
 : -12	-1.0	-0.1	-16
CCOC(=O)C1CCCN(S(=O)(=O)c2ccc(OCC)c3ncccc23)C1 (stereo unspecified)
 : -21	-0.8	-0.1	-15
CCOC(=O)C1=C(C)N(c2ccc(OCC)cc2)C(=O)/C1=C\c1ccccc1O
 : -6	-0.6	0.0	-5
O=S(=O)(c1ccc(F)cc1)N1CCN(C2CCCCCC2)CC1
 : -9	-1.0	0.0	32
CCC(C)OC(=O)c1ccc(-c2ccc(-c3ccc(C(=O)OC(C)CC)cc3)cc2)cc1 (stereo unspecified)
 : -5	-0.6	0.7	15
O=C(COc1ccc(Cl)cc1Cl)Nc1ccc2oc(=O)ccc2c1
 : 2	0.4	0.1	-3
Cc1nc2ccc(Cl)c([N+](=O)[O-])c2nc1C
 : -11	1.4	-0.1	-7
Cc1cccc(N(CC(=O)NC2CCCC2)C(=O)CCC(=O)Nc2cc(C)on2)c1
 : -3	-0.1	0.0	10
O=C(CSc1nc2ccccc2o1)NCc1ccccc1
 : -8	0.0	-0.1	0
CC(C)N(CCNc1nc(Nc2ccc(C(F)(F)F)cc2)nc2c1ncn2-c1ccccc1)C(C)C
 : 9	0.8	0.6	8
Cc1ccc(-c2cccc3c2OC(CNC(=O)[C@H]2C[C@@H]4C=C[C@H]2C4)C3)nc1 (stereo partly specified)
 : 6	-0.8	0.2	8
Cc1ccc(NC(=O)CSc2nc3ccccc3c(=O)n2CC2COc3ccccc3O2)cc1 (stereo unspecified)
 : -9	0.1	0.0	7
CCC1CCCCN1CCN1C(=O)C2C(C(=O)Nc3cc(C)cc(C)c3)C3C=CC2(O3)C1C(=O)NC1CCCC(C)C1C (stereo unspecified)
 : 8	-0.3	0.6	15
COCCCNC(=O)CCCn1sc2ccccc2c1=O
 : -13	-0.8	-0.2	10
COc1ccc(-c2nc3sc(CCNC(=O)Cc4ccccc4)c(C)n3n2)cc1
 : -32	1.5	0.1	10
CC(=O)Nc1ccc(Nc2nc(-c3ccc(C(N)=O)cc3)nc3c2ncn3-c2ccsc2)cc1
 : 39*	-1.9	0.1	-6
COc1cccc(N2C(=O)C3CCCN3C2c2ccc(N(C)C)cc2)c1 (stereo unspecified)
 : 1	2.4	0.1	1
COc1cc(C2NC(=S)NC(C)=C2C(=O)Nc2ccc(Cl)cc2)cc(OC)c1OC (stereo unspecified)
 : 7	2.0	-0.1	-1
COCCCNC(=O)c1sc2ncnc(N3CCOCC3)c2c1C
 : 3	0.0	-0.1	9
CCOC(=S)N/C(=N\S(=O)(=O)c1ccccc1)c1ccccc1
 : 1&11	-0.3&0.4	0.0&0.0	2&5
Cc1cnc(-c2c(C)nn(C)c2C)nc1Nc1ccccc1
 : 9	0.4	0.1	16
CC(=O)Nc1ccc(N2C(=O)C3CCCCC3C2=O)cc1Cl (stereo unspecified)
 : 5	-0.2	0.3	4
Cc1ccc(S(=O)(=O)Nc2ccc(S(=O)(=O)OCC(F)(F)C(F)F)cc2)cc1
 : 7	0.4	0.1	6
